Compound activity as filed in PubChem.
TNAP inh no acc: inhibitors of human TNAP without phosphate acceptor; P05186; purified TNAP, CDP-star luminescence, 30 min; inhibition, % at 20 µM; 200,000 compounds, 0.26% hits; AID 1012;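 active = tissue-nonspecific alkaline phosphatase inhibition above about 50% at 20 µM in the single-dose screen, limit read from the data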;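 also: 0% = DMSO negative control and 100% = EDTA positive control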
Target sequence (P05186 whole entry, looked up): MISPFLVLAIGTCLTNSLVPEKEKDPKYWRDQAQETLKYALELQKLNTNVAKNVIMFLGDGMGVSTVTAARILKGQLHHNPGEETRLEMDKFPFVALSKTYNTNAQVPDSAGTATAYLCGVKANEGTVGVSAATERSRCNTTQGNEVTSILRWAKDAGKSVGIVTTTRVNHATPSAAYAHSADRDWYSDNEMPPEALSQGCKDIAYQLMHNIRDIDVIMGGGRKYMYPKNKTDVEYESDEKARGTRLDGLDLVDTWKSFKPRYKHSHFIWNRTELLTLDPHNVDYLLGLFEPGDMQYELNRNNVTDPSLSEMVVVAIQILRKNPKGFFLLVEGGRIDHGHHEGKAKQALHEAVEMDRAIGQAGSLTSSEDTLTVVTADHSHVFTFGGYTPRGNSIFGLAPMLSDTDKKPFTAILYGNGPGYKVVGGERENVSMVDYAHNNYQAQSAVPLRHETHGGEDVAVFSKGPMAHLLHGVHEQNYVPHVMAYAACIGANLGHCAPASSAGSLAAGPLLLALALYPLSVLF
Lmaj promast: reduces viability of Leishmania major promastigotes | resazurin fluorescence viability | inhibition, % at 10 µM | 200,000 compounds, 9% hits | AID 1063; in the data active = inhibition above about 50%;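 also: promastigotes grown with compound for 44 hours at 28 °C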
TNAP inh hiacc: TNAP (human) inhibition, high acceptor; P05186; purified TNAP, CDP-star luminescence, 1 M DEA; inhibition, % at 20 µM; 200,000 compounds, 0.03% hits;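 active = over 50% inhibition of tissue-nonspecific alkaline phosphatase at 20 µM in the single-dose screen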;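 also: plate controls were DMSO wells for no effect and EDTA-quenched wells as full inhibition for full effect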
Diaphorase inh: inhibits diaphorase or chemically oxidizes, flagging diaphorase assay artifacts; AID 1217; inhibition, % at 20 µM; diaphorase resazurin-to-resorufin fluorescence, NADH, 16 min; bacterial (C. kluyveri) enzyme, not human; 190,000 compounds, 0.69% hits;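 active = primary screen inhibition at 20 µM above a set limit, cut at about 50% in these data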;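 also: plate controls were DMSO with full reaction for no effect and wells lacking NADH for full effect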
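Assay system: diaphorase enzyme from Clostridium kluyveri; Input: enzyme working solution with 0.14 U/mL diaphorase; Timing: 16 min at room temperature; Technique: resorufin fluorescence, excitation 544 nm, emission 590 nm; Benchmarks: positive control minus NADH, DMSO neutral control.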
bIAP activator: intestinal alkaline phosphatase (bovine) activation; purified bovine IAP, CDP-star luminescence, 30 min; hits give high values; fold of DMSO-control signal, blank-subtracted; activation factor at 20 µM; 200,000 compounds, 0.17% hits; AID 1016;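 active = activation factor of 2 or more at 20 µM, a signal rise over negative controls twice the positive control's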
PMI activator: increases human mannose-6-phosphate isomerase activity | P34949 | purified human PMI, coupled resazurin fluorescence, 20 min; hits give high values; 1 = vehicle control, 0 substrate-free wells | activation factor at 20 µM | 190,000 compounds, 0.005% hits | AID 1214;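 active = activation factor of 2 or more at 20 µM, relative to plate controls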
Target sequence (P34949 whole entry, looked up): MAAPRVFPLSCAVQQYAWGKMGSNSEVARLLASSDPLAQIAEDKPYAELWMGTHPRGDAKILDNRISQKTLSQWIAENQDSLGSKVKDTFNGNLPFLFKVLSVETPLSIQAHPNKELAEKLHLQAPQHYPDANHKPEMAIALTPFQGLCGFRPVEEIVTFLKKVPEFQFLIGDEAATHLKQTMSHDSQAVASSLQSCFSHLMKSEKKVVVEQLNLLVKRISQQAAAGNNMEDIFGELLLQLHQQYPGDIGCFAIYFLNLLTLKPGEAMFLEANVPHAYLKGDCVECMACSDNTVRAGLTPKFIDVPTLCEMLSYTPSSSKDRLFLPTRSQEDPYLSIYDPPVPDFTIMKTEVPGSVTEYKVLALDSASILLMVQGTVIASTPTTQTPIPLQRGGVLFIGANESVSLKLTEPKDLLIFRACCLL
Diaph act CS: counter-screen for diaphorase-based assays: diaphorase activators and chemical reducers; 190,000 compounds, 0.005% hits; activation factor at 20 µM; Diaphorase/resazurin coupled assay, resorufin fluorescence, 16 min; hits give high values; 1 = vehicle wells, 0 = NADH-free wells;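 active = diaphorase activity raised at least twofold by the compound at 20 µM; inactive = activation factor below 2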
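Assay system: Purified diaphorase enzyme from Clostridium kluyveri | Amount: Enzyme 0.07 U/mL final | Dosing: Compound 20 µM once, DMSO 1% | Timing: 16 min reaction at room temperature | Detection: Fluorescence, excitation 544 nm and emission 590 nm | Evaluation: Higher resorufin formation from activation or reduction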
TNAP act hiacc: increases human TNAP activity under high phosphate acceptor concentration; P05186; purified TNAP, CDP-star luminescence, 1 M DEA, 30 min; hits give high values; 0 = EDTA background, 1 = DMSO-only activity; activation factor at 20 µM; 200,000 tested, under 10 active; AID 1136;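 active = activation factor at least 2 at 20 µM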
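Test system – human TNAP · Doses – 20 µM single point · Incubation – 30 min, room temperature · Signal – luminescent substrate turnover signal · Read-out basis – activation factor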
bIAP inh: intestinal alkaline phosphatase (bovine) inhibition | purified bovine IAP, CDP-star luminescence, 30 min | inhibition, % at 20 µM | 190,000 tested, under 10 active;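 active = over 50% inhibition of intestinal alkaline phosphatase at 20 µM in the single-dose screen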
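Incubation: 30 min reaction at room temperature / Material: purified bovine intestinal alkaline phosphatase (IAP) enzyme / Input: enzyme at 1/65,000,000 dilution / Dosing: 20 µM single dose / Signal: CDP-star luminescence signal / Reagent: CDP-star chemiluminescent phosphatase substrate, 30 µM final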
PMI act hi M6P: PMI (human) activation, high substrate; 190,000 compounds, 0.34% hits; activation factor at 20 µM; coupled PMI enzyme assay, resazurin fluorescence, 20 min; hits give high values; 1 = untreated enzyme, 0 = substrate-free blank;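 active = activation factor of 2 or more at 20 µM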
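Material: human phosphomannose isomerase with PGI, G6PDH, diaphorase coupling enzymes; amount: PMI at 15 ng/mL final; also added: Mannose-6-phosphate 1.0 mM (near-saturating) plus 0.22 mM NADP+; incubation: enzyme reaction with compound 20 min at room temperature; signal: resorufin fluorescence (Ex 544/Em 590 nm) from resazurin via diaphorase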
Numbers without * were called inactive; · = no result given.

item | mol | TNAP inh no acc | Lmaj promast | TNAP inh hiacc | Diaphorase inh | bIAP activator
1 | COC(=O)c1ccccc1NC(=O)N1CSC[C@H]1C(=O)OC | -7 | 2 | -2 | 6 | 1
2 | O=C(c1ccccc1Cl)N1CCn2c1nc1ccccc12 | -6 | 11 | 1 | 2 | 1
3 | Cc1n[nH]c(C)c1S(=O)(=O)N1CCOCC1 | 57* | -3 | 2 | 1 | 1
4 | CCCCOc1ccc(OCCCN2CCOCC2)cc1 | -7 | 100* | 0 | 11 | 1
5 | CCOC(=O)Cn1c(=O)oc2cc(S(=O)(=O)N3CCN(c4ccccn4)CC3)ccc21 | -22 | -7 | -5 | 18 | 0.8
6 | CC(=O)c1c(C)[nH]c(C(=O)NCc2cccs2)c1C | -11 | -2 | -8 | -4 | 0.9
7 | CCOCCCNc1nc2c(C)cccn2c(=O)c1/C=C1\SC(=S)N(CC(C)C)C1=O | 19 | -3 | 13 | -7 | 0.7
8 | Cc1ccc(/C([O-])=C(/C(=S)NCCN2CCOCC2)[n+]2ccccc2)cc1[N+](=O)[O-] | -74 | -2 | 0 | 19 | 1
9 | Cc1cccc(C)c1NC(=S)N(CCCN1CCOCC1)Cc1cccnc1 | -6 | -5 | 1 | 4 | 0.9
10 | COc1ccc2nc(N/C(=N/S(=O)(=O)c3cccs3)c3ccccc3Cl)sc2c1 | -7 | -4 | -2 | 26 | 1
11 | Cc1c(Cl)cccc1NC(=O)Cn1c(-c2ccc(F)cc2)noc1=O | -5 | 0 | -4 | 44 | 1.3
12 | OCCN1CCN(C(=S)NC2CCCC2)CC1 | -7 | -5 | -3 | -2 | 1.2
13 | CCN(CC)C(=O)Oc1ccc(Cl)c2cccnc12 | -6 | -2 | -1 | 0 | 1
14 | CC(C)c1ccc(/C=N/n2nnnc2Nc2ccccc2)cc1 | -7 | -3 | 1 | 4 | 1
15 | CCC(NC(=O)Cn1cnc2c(=O)n(C)c(=O)n(C)c21)c1ccccc1 (centres undefined) | -7 | -7 | -3 | 1 | 0.7

item | PMI activator | Diaph act CS | TNAP act hiacc | bIAP inh | PMI act hi M6P
1 | 1 | 0.9 | 1 | -2 | 1
2 | 1 | 1 | 1 | 1 | 1
3 | 1 | 1 | 1 | -1 | 1
4 | 1.1 | 0.9 | 1 | 1 | 1.1
5 | 1 | 0.8 | 1.1 | 18 | 1.1
6 | 1 | 1 | 1.1 | 15 | 1.1
7 | 1.1 | 1.1 | 0.9 | 26 | 1.1
8 | 0.8 | 0.8 | 1 | -4 | 0.8
9 | 1.1 | 1 | 1 | 6 | 0.9
10 | 0.8 | 0.7 | 1 | 0 | 0.8
11 | 0.9 | 0.6 | 1 | -26 | 0.9
12 | 1 | 1 | 1 | -21 | 0.9
13 | 1 | 1 | 1 | 1 | 1.1
14 | 1 | 1 | 1 | 0 | 0.9
15 | 1.1 | 1 | 1 | 32 | 1.1

Other structures.
item | mol | TNAP inh no acc | Lmaj promast | TNAP inh hiacc | Diaphorase inh | bIAP activator
16 | Cc1cccc(NC(=O)Cc2noc3ccccc23)c1 | -6 | 8 | -2 | 12 | 1
17 | CN1CCN(CCOC2Cc3ccccc3Sc3ccc(Cl)cc32)CC1 (centres undefined) | -5 | 66* | -4 | 0 | 0.9
18 | CO/N=C/c1ccc(N2CCOCC2)c([N+](=O)[O-])c1 | -7 | 3 | 4 | 2 | 1
19 | COc1ccc(NS(=O)(=O)c2c(C)cc(C)cc2C)cc1 | -2 | 3 | -1 | 5 | 0.7
20 | CCCC(=O)Nc1ccc2c(c1)nc(CCNC(=O)c1ccccc1)n2C | -8 | 3 | -3 | 15 | 1.1
21 | COC(=O)CCC(=O)N1CCc2cc(S(=O)(=O)N3CCc4ccccc43)ccc21 | 0 | -2 | -8 | 7 | 1
22 | CC1CN(C(=O)Nc2ccc3snnc3c2)c2ccccc21 (centres undefined) | -12 | 51* | 0 | 14 | 0.7
23 | COC(=O)CSc1nnc(CNC(=O)Cc2ccccc2)n1-c1ccccc1OC | -12 | -3 | -6 | 7 | 1
24 | CC(=O)c1ccc(NC(=O)CO/N=C(\C)c2cccs2)cc1 | -8 | -3 | -8 | 14 | 1
25 | CCOc1ccccc1C1NC(=O)NC(C)=C1C(=O)OCc1ccco1 (centres undefined) | -8 | 4 | 0 | 17 | 0.9
26 | COc1ccc(-c2ncccc2OC(=O)C23CC4CC(CC(C4)C2)C3)cc1OC | -7 | 23 | -6 | 21 | 1
27 | COc1ccc(-n2c(SCC(N)=O)nc3sc4c(c3c2=O)CCC4)cc1 | -6 | -5 | -8 | 9 | 0.9
28 | O=C(Nc1ccc(S(=O)(=O)N2CCCCC2)cc1)c1ccc(CN2CCOCC2)cc1 | -2 | 13 | 0 | 14 | 0.9
29 | O=C(COC(=O)c1ccccc1Oc1ccccc1)NC1CCS(=O)(=O)C1 (centres undefined) | -4 | 2 | 0 | 18 | 0.9
30 | CN1CCN(c2ccc(Cl)cc2NC(=O)c2ccc(S(=O)(=O)N(C)C)cc2)CC1 | -9 | 100* | -2 | 14 | 1

item | PMI activator | Diaph act CS | TNAP act hiacc | bIAP inh | PMI act hi M6P
16 | 0.9 | 0.9 | 1 | -2 | 0.8
17 | 1.2 | 1 | 1 | 9 | 1.1
18 | 1.1 | 1 | 1 | -3 | 1
19 | 0.9 | 0.9 | 1 | 35 | 0.9
20 | 1 | 0.8 | 1 | -8 | 1
21 | 1.1 | 0.9 | 1.1 | 0 | 1.1
22 | 0.9 | 0.9 | 1 | 26 | 0.8
23 | 1 | 0.9 | 1.1 | 4 | 1
24 | 1 | 0.9 | 1.1 | -4 | 1
25 | 0.9 | 0.8 | 1 | 9 | 0.9
26 | 1 | 0.8 | 1.1 | 3 | 1.1
27 | 0.5 | 0.9 | 1.1 | 6 | 1
28 | 0.9 | 0.9 | 1 | 8 | 1
29 | 0.8 | 0.8 | 1 | 10 | 0.9
30 | 1 | 0.9 | 1 | 0 | 0.9

Entries above that have an aryl thioether with sulfur outside any ring, in the order listed:
item | mol | TNAP inh no acc | Lmaj promast | TNAP inh hiacc | Diaphorase inh | bIAP activator
23 | COC(=O)CSc1nnc(CNC(=O)Cc2ccccc2)n1-c1ccccc1OC | -12 | -3 | -6 | 7 | 1
27 | COc1ccc(-n2c(SCC(N)=O)nc3sc4c(c3c2=O)CCC4)cc1 | -6 | -5 | -8 | 9 | 0.9

item | PMI activator | Diaph act CS | TNAP act hiacc | bIAP inh | PMI act hi M6P
23 | 1 | 0.9 | 1.1 | 4 | 1
27 | 0.5 | 0.9 | 1.1 | 6 | 1

Following part.
item | mol | TNAP inh no acc | Lmaj promast | TNAP inh hiacc | Diaphorase inh | bIAP activator
31 | CCOC(=O)c1ccc(NC(=O)COC)cc1 | -13 | -9 | -7 | 9 | 0.9
32 | COc1ccc(CNC(=O)CN(C(=O)c2ccc(CN3CCOCC3)o2)C2CCCC2)cc1 | -3 | -6 | 0 | 12 | 1.1
33 | COc1ccccc1-n1c(SCC(=O)N(C)C2CCS(=O)(=O)C2)nc2ccccc2c1=O (centres undefined) | -10 | -8 | -3 | 18 | 1
34 | CC(C)Cn1c(C(C)C)nc([N+](=O)[O-])c1Sc1ccc(Cl)cn1 | -9 | 41 | -3 | 16 | 1.1
35 | O=C(CCC1CCCN(C(=O)c2ccncc2)C1)NCc1ccc(F)c(F)c1 (centres undefined) | -7 | 1 | -4 | 24 | 0.9
36 | CN(C)C=NC(=O)c1ccc([N+](=O)[O-])c(CS(=O)(=O)c2ccc(Cl)cc2)c1 | -3 | -3 | -1 | 10 | 0.9
37 | Cc1cc2cc(CNC(=S)NC3CCCCC3)ccc2n1C | -26 | -6 | -8 | 9 | 0.8
38 | CN1C[C@@H]2C[C@@H](c3ccc(C#CC(C)(C)O)s3)N3CCC[C@@]23C1=O | -12 | -4 | -7 | 32 | 1
39 | O=C(COC(=O)c1cccc2ccccc12)NCCCc1ccccc1 | -1 | -6 | 2 | 13 | 0.9
40 | CCN(CC)S(=O)(=O)c1ccc(C(=O)Oc2ccc3c(c2)OCO3)cc1 | -12 | 10 | -6 | 28 | 0.9
41 | CCc1c(C)sc(NC(=O)Cn2nc(C(F)(F)F)c3c2CCCC3)c1C#N | -6 | -7 | 2 | 11 | 0.9
42 | FC(F)(F)c1ccccc1/C=N/N1CCN(Cc2ccccc2)CC1 | 26 | -9 | -2 | 7 | 0.9
43 | COc1ccc(S(=O)(=O)Nc2ccccc2OC)cc1C | -10 | 2 | -7 | 16 | 0.8
44 | Cc1onc(-c2ccccc2)c1C(=O)NC(=S)NNC(=O)c1ccncc1 | -127 | -3 | 0 | 16 | 0.3
45 | CC(C(=O)N1CCCc2c1c(=O)oc1ccc(O)cc21)N1CCc2ccccc2C1 (centres undefined) | -9 | 95* | -8 | 19 | 0.9
46 | CCC(c1nnc(SCC(=O)Nc2ccc(S(N)(=O)=O)cc2)n1Cc1ccccc1)N(C)C (centres undefined) | -6 | -4 | -3 | 18 | 1
47 | COc1cc2nc(C)sc2cc1SC | -13 | -9 | -3 | -6 | 1

item | PMI activator | Diaph act CS | TNAP act hiacc | bIAP inh | PMI act hi M6P
31 | 1 | 0.9 | 1.1 | 8 | 1
32 | 1.2 | 0.9 | 1 | -5 | 1.1
33 | 1 | 0.8 | 1 | 0 | 1
34 | 1 | 0.8 | 1 | -5 | 1.1
35 | 0.8 | 0.8 | 1 | 12 | 0.9
36 | 0.9 | 0.9 | 1 | 8 | 0.8
37 | 1 | 0.9 | 1.1 | 16 | 0.9
38 | 0.8 | 0.7 | 1.1 | 1 | 0.6
39 | 0.8 | 0.9 | 1 | 13 | 0.9
40 | 0.8 | 0.7 | 1.1 | 11 | 0.8
41 | 0.8 | 0.9 | 1 | 12 | 0.9
42 | 1 | 0.9 | 1 | 7 | 1.1
43 | 0.9 | 0.8 | 1.1 | 17 | 0.9
44 | 1 | 0.8 | 1 | · | 1
45 | 1 | 0.8 | 1.1 | 6 | 0.3
46 | 1 | 0.8 | 1 | 4 | 1
47 | 1.1 | 1.1 | 1 | -4 | 1.1

Only bIAP inh, for 2 of the compounds above:
| no. | Compound | bIAP inh |
| --- | --- | --- |
| 38 | CN1C[C@@H]2C[C@@H](c3ccc(C#CC(C)(C)O)s3)N3CCC[C@@]23C1=O | 1 |
| 36 | CN(C)C=NC(=O)c1ccc([N+](=O)[O-])c(CS(=O)(=O)c2ccc(Cl)cc2)c1 | 8 |
